# TNAP activation fold – human TNAP enzyme activators, primary screen, biochemical, luminescent, no phosphate acceptor, uHTS (AID 1001); Alkaline phosphatase, tissue-nonspecific isozyme (Homo sapiens); purified TNAP, luminescent activation assay, no phosphate acceptor; higher activation fold means a stronger effect; activation fold at 20 µM, or EC50 in µM where a hit was titrated; 200,000 compounds, 0.03% hits; in the data active = activation fold from about 3, or a potency from the dose series; inactive = the rest, 99 in 100 with activation fold below about 1.6; note: many of its hits are not listed in these tables
# M1AAP inhibition – P. falciparum M1AAP inhibitors, biochemical, fluorogenic H-Leu-NHMec substrate, 1536-well (AID 1445); inhibition, % at 30 µM, or IC50 in µM where a hit was titrated; Aminopeptidase N (Plasmodium falciparum (isolate 3D7)); recombinant M1AAP, H-Leu-NHMec fluorogenic kinetic assay; higher % means a stronger effect; 220,000 compounds, 0.42% hits;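 active = primary inhibition above the hit cutoff, then over 50% inhibition at one or more dose response concentrations, cut at about 23% in these data, passing the limit was not always enough; inconclusive = conflicting primary data, or primary hits not chosen for dose response; inactive = low primary inhibition, or under 50% at every dose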;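 note: plate controls were DMSO full reaction for no effect and no enzyme background for full effect; strong numbers were not always called active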
# Myeloid diff 2 – induction of myeloid progenitor differentiation, primary screen, cell-based, flow cytometry, MLPCN library; 360,000 compounds, 1% hits; calls only at 10 µM; ER-HoxA9 myeloid progenitors, lysozyme-GFP differentiation;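 active = normalized GFP-positive differentiation at or above the plate's own cutoff, the solvent-only control mean plus 3 SD; inconclusive = no clear call, values can overlap the other calls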;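 note: cells exposed to compound for four days before flow analysis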
# LYP inhibition – inhibitors of LYP phosphatase, biochemical, fluorescence intensity, uHTS (AID 1779); Tyrosine-protein phosphatase non-receptor type 22 (Homo sapiens); recombinant LYP phosphatase, fluorescence intensity; higher % means a stronger effect; one-dose inhibition, % at 11.5 µM; IC50 in µM for titrated hits; 290,000 compounds, 0.054% hits;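 note: plate controls were vehicle with enzyme for no effect and no enzyme for full effect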
# human PMI inhibitors – human PMI inhibitors, high substrate, primary screen, biochemical, fluorescence intensity, high mannose 6-phosphate (AID 1220); Mannose-6-phosphate isomerase (Homo sapiens); recombinant PMI enzyme, coupled fluorescence intensity; higher % means a stronger effect; inhibition, % at 20 µM; hits with a dose series show IC50 in µM; 190,000 compounds, 0.66% hits
# XIAP antagonists – XIAP antagonists, biochemical, IAP family, fluorescence polarization (AID 1018); E3 ubiquitin-protein ligase XIAP (Homo sapiens); 200,000 compounds, 0.007% hits; XIAP BIR domain, fluorescence polarization peptide displacement; higher % means a stronger effect; displacement, % at 20 µM; hits with a dose series show IC50 in µM; in the data active = displacement above about 50%; note: a part of the inactive calls stands beside numbers as strong as those of hits
# ER stress rescue – rescue of cells from ER stress-induced death, primary screen, 384-well, CSM14.1, thapsigargin, ATP luminescence (AID 1222); 190,000 tested, under 10 active; cellular ATP content (survival), % at 20 µM, or EC50 in µM where a hit was titrated; CSM14.1 thapsigargin-induced death rescue, ATP luminescence; higher % means a stronger effect;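 active = EC50 below 50 µM in the dose-response confirmation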;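 note: death triggered by thapsigargin at about 15 µM added after 2 h compound pretreatment; cell ATP read after overnight thapsigargin exposure of roughly 18 to 22 hours; normalized against plate controls of thapsigargin alone and 5% DMSO vehicle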
# PMI inhibitors – inhibitors of human PMI, primary screen, biochemical, fluorescence intensity, coupled assay (AID 1209); purified PMI enzyme, coupled fluorescence intensity; higher % means a stronger effect; one-dose inhibition, % at 20 µM; IC50 in µM for titrated hits; 190,000 compounds, 0.42% hits;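 note: plate controls were DMSO vehicle for no effect and wells lacking substrate for full effect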
# P. falciparum M17LAP – P. falciparum M17LAP inhibitors, primary screen, biochemical, fluorogenic H-Leu-NHMec substrate, 1536-well (AID 1619) | 220,000 compounds, 0.38% hits | Leucine aminopeptidase (Plasmodium falciparum (isolate 3D7)) | recombinant M17LAP, H-Leu-NHMec fluorogenic kinetic assay; higher % means a stronger effect | inhibition, % at 30 µM, or IC50 in µM where a hit was titrated;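 active = compound inhibiting the enzyme by more than half at any dose during confirmatory dose-response retesting; inconclusive = strong single-dose inhibitors picked by rank but not retested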;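 note: plate controls were full reaction with DMSO carrier for no effect and no enzyme background for full effect; strong numbers were not always called active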
# Myeloid diff 2 GFP+ MAC1+ % – recorded beside Myeloid diff 2, whose call it bears; GFP+ MAC1+ double positive, %; measured here: differentiation confirmed by MAC1 staining
# Starred values were filed as active, the others as inactive; i = inactive; ? = inconclusive; . = not tested or not shown. Cut-off read from the data, not from the text of the source, unless noted: active = inhibition above about 50%; inactive = the rest.
SMILES,TNAP activation fold,M1AAP inhibition,Myeloid diff 2,Myeloid diff 2 GFP+ MAC1+ %,LYP inhibition,human PMI inhibitors,XIAP antagonists,ER stress rescue,PMI inhibitors,P. falciparum M17LAP
NC(=O)C1CCN(C(=O)Nc2csc3ccccc23)CC1,.,3%,i,0.9,2%,.,.,.,.,-6%
Cn1c(-c2ccccc2)cccc1=O,1.1,2%,i,6.9,-3%,-2%,-9.1%,-0.5%,15%,-3%
COCCNC(=O)CCCC(=O)NCCOC,1.2,-1%,i,0.8,-5%,-2%,-3.5%,-1.4%,-9%,0%
CN1C=C/C(=C\c2cc[n+](C)c3ccccc23)c2ccccc21,0.7,8%,i,0.5,-7%,.,1.7%,2.2%,59%*,-3%
S=c1[nH]c(-c2ccccc2)cn1/N=C/c1ccc(Br)cc1,1.2,6%,i,0.2,-3%,-10%,-3.5%,-0.8%,-4%,10%
CCN(CC)CCNS(=O)(=O)c1ccc(C(=O)NN)cc1,1.1,-1%,.,.,-3%,-10%,-0.1%,-1.4%,-27%,-2%
O=C(O)c1cn(C2CC2)c2cc(N3CCN(S(=O)(=O)c4ccc5c(c4)OCCO5)CC3)c(F)cc2c1=O,1.1,3%,i,0.2,-12%,7%,-1.8%,2.4%,19%,-1%
COc1ccc(C2CC(C)(c3ccc(OC)cc3OC)Nc3ccccc3N2)c(OC)c1 (stereo not drawn),1.1,0%,i,0.6,6%,26%,-3.5%,3.1%,26%,-3%
CC(=O)N1CCC(Nc2ccc(C)cc2)CC1,0.9,-4%,i,0.7,-8%,3%,-6.8%,1.4%,-9%,-6%
COc1cc(NC(=O)c2ccc(C)cc2)c(OC)cc1NC(=O)CN1CCOCC1,1.1,10%,i,0.6,-4%,6%,-3.2%,0.6%,-2%,-9%
O=C(CSCC(=O)OCn1nnc2ccccc2c1=O)Nc1ccc(Cl)cc1,1.1,5%,i,8.7,-6%,14%,-2.6%,1.3%,15%,9%
C/C(CCC(C)C)=N\NC(=S)NCc1ccccc1,1.1,2%,i,0.8,-1%,-53%,-9.1%,.,-59%,3%
CN(C)N=Nc1nc2c([nH]1)c(=O)n(C)c(=O)n2C,.,15%,i,1.2,-4%,.,.,.,.,23%
CCCCn1nnc(NC(=O)c2cc3ccccc3o2)n1,1.1,5%,i,0.9,6%,0%,-0.4%,-1.3%,0%,-11%
COc1ccc(C2NC(=O)NC(O)(C(F)(F)F)C2C(=O)c2ccc(C)cc2)cc1 (stereo not drawn),1,10%,i,1.0,2%,0%,-1.7%,-0.4%,-4%,12%
CCOC(=O)CSc1nc(-c2ccc(OC)cc2)ns1,1,2%,i,0.9,2%,17%,-12%,1.5%,17%,-3%
CCCCC(=O)N(CCOC)c1nnc(-c2ccc(OC)cc2)s1,1,7%,i,0.9,-3%,0%,-3.5%,-0.5%,5%,5%
O=C(Oc1ccc2ccc(OC(=O)N3CCOCC3)cc2c1)N1CCOCC1,1.1,2%,i,1.0,3%,3%,0.6%,.,3%,6%
C=CCn1c(-c2cccn(Cc3ccc(Cl)cc3)c2=O)n[nH]c1=S,0.9,7%,i,0.7,5%,2%,-3.8%,-1.0%,5%,4%
COc1ccc(N2CCN(c3cnc4ccccc4n3)CC2)cc1,1.1,1%,i,0.8,-10%,17%,-3.1%,2.8%,6%,3%
CC(C)(C)S(=O)(=O)c1ccsc1C(=O)O,1.1,5%,i,0.6,-8%,-24%,2.8%,-2.1%,-24%,1%
C/C=C/C=N/Nc1nc(-c2ccc([N+](=O)[O-])cc2)cs1,1,7%,i,0.5,1%,3%,-2.7%,-1.3%,-1%,-4%
CC(=O)OCC(OC(C)=O)C(OC(C)=O)C(OC(C)=O)C(=O)Nc1cccc(C)c1 (stereo not drawn),.,-2%,i,0.8,-4%,.,.,.,.,-7%
COc1ccc(OC)c(Cc2nnc(CCC(=O)NC3C4CC5CC(C4)CC3C5)o2)c1 (stereo not drawn),1,-3%,i,0.4,-8%,.,-12%,-0.5%,.,-3%

# Compound profiles (already shown). Order of values: TNAP activation fold | M1AAP inhibition | Myeloid diff 2 | Myeloid diff 2 GFP+ MAC1+ % | LYP inhibition | human PMI inhibitors | XIAP antagonists | ER stress rescue | PMI inhibitors | P. falciparum M17LAP
# COc1ccc(OC)c(Cc2nnc(CCC(=O)NC3C4CC5CC(C4)CC3C5)o2)c1 (stereo not drawn) in the list: 1 | -3% | i | 0.4 | -8% | . | -12% | -0.5% | . | -3%
# Cn1c(-c2ccccc2)cccc1=O in the list: 1.1 | 2% | i | 6.9 | -3% | -2% | -9.1% | -0.5% | 15% | -3%

# Next part
SMILES,TNAP activation fold,M1AAP inhibition,Myeloid diff 2,Myeloid diff 2 GFP+ MAC1+ %,LYP inhibition,human PMI inhibitors,XIAP antagonists,ER stress rescue,PMI inhibitors,P. falciparum M17LAP
O=C(Nc1ccccc1)OCCOc1ccccc1,1.2,-4%,i,1.5,-5%,-2%,0.5%,2.2%,-4%,7%
COCCNC(=O)CN(C(=O)CCC(=O)Nc1cc(C)on1)c1ccc(C)cc1C,1.1,1%,i,0.4,-9%,-2%,-1.2%,2.1%,-3%,4%
O=C(CN1CCN(Cc2ccccc2)CC1)Nc1ccc2c(c1)CCC2,1,3%,i,1.1,-3%,0%,-3.4%,-0.3%,-13%,-4%
Cc1cccc(Sc2c([N+](=O)[O-])ncn2C)n1,1.1,15%,i,1.2,-4%,6%,-3.3%,-0.7%,4%,12%
O=C(CCC(=O)N/N=C/c1c[nH]c2ccccc12)NCc1ccccc1,1.1,1%,i,0.7,4%,-9%,-0.5%,0.2%,-8%,21%
c1ccc(Cc2nn3c(C4COc5ccccc5O4)nnc3s2)cc1 (stereo not drawn),1.2,1%,i,6.3,2%,13%,-1.1%,-1.8%,36%,-4%
O=C(c1ccc(Cl)c(S(=O)(=O)NCc2ccco2)c1)N1CCN(c2ccccc2F)CC1,1.2,-6%,i,0.3,-7%,-4%,-1.3%,-1.0%,1%,-3%
CCOC(=O)CSc1nc2ccc(NC(C)=O)cc2s1,1.2,8%,i,1.4,-9%,6%,-0.7%,1.9%,-2%,8%
O=c1c2sc3nc(N4CCOCC4)c4c(c3c2ncn1CCc1ccccc1)CCCC4,1,-2%,i,5.5,-2%,10%,-2.3%,0.5%,11%,-6%
Cc1ccc(C2CC(c3ccccc3C)n3nc(N)nc3N2)cc1 (stereo not drawn),1,6%,i,3.5,1%,-9%,1.0%,0.7%,-9%,-4%
CCN(CCn1cccn1)C(=O)CCc1nnc(Cc2c[nH]c3ccccc23)o1,1.1,.,i,0.3,5%,-2%,-4.1%,1.4%,-2%,.
COC(=O)c1sc2cc(C(F)(F)F)cnc2c1-c1cccnc1,1,-4%,i,0.5,-2%,9%,-2.2%,-1.3%,8%,-3%
Cc1c(Cl)cccc1Nc1nc(N)nc(CSc2nc3ccccc3s2)n1,1,-4%,i,0.6,-3%,8%,-7.1%,-0.7%,13%,5%
COc1cc(NC(=O)c2ccccc2Cl)c(OC)cc1NC(=O)CN1CCCCC1,1,3%,i,1.4,-5%,.,-8.8%,-2.7%,.,14%
CC(C)c1nccn1CCC(=O)O,1,0%,i,2.0,-2%,3%,-2.1%,0.0%,7%,4%
O=C(Nc1ccc(Cl)cc1)N(Cc1nnc2n1CCCCC2)c1ccccc1,1.1,6%,i,4.0,-13%,-8%,-2.7%,-0.2%,-2%,3%
O=c1c(-c2ccco2)[n+]([O-])c2ccccc2n1OCc1ccccn1,1,10%,i,0.7,0%,8%,-5.3%,-3.7%,16%,9%
CCOC(=O)NC(=O)/C(N=Nc1ccc(C(F)(F)F)cc1)=C(\C)O,1.8,0%,i,0.0,0%,-6%,-4.6%,-1.5%,-8%,-7%
CCn1cc([N+](=O)[O-])c(C(=O)N2N=C3/C(=C/c4cccs4)CCCC3C2c2cccs2)n1 (stereo not drawn),0.8,13%,i,2.0,6%,22%,-11%,-3.2%,19%,-9%
Nc1ccc(Cl)c(S(=O)(=O)Nc2ccc(Cl)cc2)c1,.,0%,i,0.0,-2%,.,.,.,.,-2%
CC1CCCN(C(=O)Cn2nnc(-c3cccnc3)n2)C1 (stereo not drawn),1.1,5%,i,1.0,-6%,8%,1.7%,-0.5%,8%,8%
CCN1CCN(c2ccc(N=Cc3ccccc3O)cc2)CC1,0.9,7%,i,1.1,-5%,22%,18%,-0.2%,14%,10%
Cc1cc(C)n(-c2ccc3cccc(NS(C)(=O)=O)c3n2)n1,1.1,-5%,?,.,-4%,-8%,-3.7%,-0.7%,-10%,3%
CCOC(=O)C1CCCN(c2c(NCCc3cccc(C)c3)c(=O)c2=O)C1 (stereo not drawn),.,3%,i,0.2,-7%,.,.,.,.,0%
CCN1CCN(Cc2ccc(OC)c(OCc3ccccc3)c2)CC1,1.1,-1%,i,6.0,-2%,8%,-4.1%,-1.9%,12%,12%
CCOC(=O)CNS(=O)(=O)c1cc(-c2nn(C)c(=O)c3ccccc23)ccc1C,1.1,12%,i,1.2,-6%,-2%,-3.4%,2.1%,-5%,14%
COc1ccc2c(c1)-c1nc(/N=C/c3ccc(O)cc3)sc1CC2,1,3%,i,0.4,-4%,.,6.0%,-4.6%,80%*,5%
CC1=C(C(N)=O)C(c2cccc(OCc3ccccc3)c2)n2nnnc2N1 (stereo not drawn),1.1,-3%,i,0.7,0%,-5%,-3.9%,-0.9%,-1%,-6%
COC(=O)CSc1nc2ccccn2c(=O)c1C=O,1.1,7%,i,0.2,-3%,-14%,-5.3%,0.9%,-43%,-3%
Cc1ccc(CN2CCNC(=O)C2CC(=O)NCCCn2cccn2)o1 (stereo not drawn),1.1,.,i,0.1,-4%,8%,-4.8%,-0.8%,4%,.
CCCNC(=O)Nc1ccc(NC(C)=O)cc1,1.1,4%,i,0.2,6%,12%,-2.5%,0.2%,12%,-1%
COc1ccc(OCCNC(=O)C(Cc2c[nH]c3ccccc23)NC(C)=O)cc1 (stereo not drawn),1.1,2%,i,0.0,2%,-2%,2.0%,-0.7%,-10%,-3%
C=CCSc1nnc(-c2ccncc2)n1-c1ccc(OCC)cc1,1.1,0%,i,2.3,1%,3%,-4.9%,-1.1%,8%,-3%
CCOC(=O)c1c(NC(=O)CSc2nc3c(c(=O)n(C)c(=O)n3C)n2CC)sc(C)c1C,1.1,.,i,7.4,7%,9%,-9.0%,-0.8%,8%,.
Cc1cccc(C)c1NC(=O)C(NS(=O)(=O)c1cccs1)c1ccccc1 (stereo not drawn),1.1,5%,i,0.6,3%,1%,-1.9%,-2.0%,-2%,1%
O=C(O)C1CC=CCC1C(=O)NCCc1cccc(Cl)c1 (stereo not drawn),1.2,-6%,i,3.0,-9%,-12%,-0.1%,-0.7%,-11%,12µM*
